HePTP inhibitor = blocks human HePTP tyrosine phosphatase; recombinant HePTP phosphatase activity, OD absorbance; AID 521; inhibition, % at 20 µM; hit rate 0.64% among 110,000; P35236; in the data active means inhibition above about 50%;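 further: plate controls were vehicle for no effect and reference inhibitor for full effect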
Target sequence (P35236 whole entry, looked up): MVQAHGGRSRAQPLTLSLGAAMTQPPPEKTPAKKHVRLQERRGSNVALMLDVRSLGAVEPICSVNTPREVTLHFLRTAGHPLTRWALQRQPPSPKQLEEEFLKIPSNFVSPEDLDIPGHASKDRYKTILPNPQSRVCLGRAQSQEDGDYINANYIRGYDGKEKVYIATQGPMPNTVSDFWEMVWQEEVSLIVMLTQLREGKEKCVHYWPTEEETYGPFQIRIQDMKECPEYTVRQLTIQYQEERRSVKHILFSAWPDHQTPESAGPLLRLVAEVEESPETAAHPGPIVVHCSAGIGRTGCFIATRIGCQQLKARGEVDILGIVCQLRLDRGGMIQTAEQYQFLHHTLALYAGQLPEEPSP
BAP1 block = blocks human BAP1 ubiquitin-AMC hydrolysis; hit rate 0.48% among 72,000; recombinant BAP1, Ub-AMC hydrolysis fluorescence kinetic; stronger effect = lower value; AID 436; activity remaining (% of control), % at 20 µM;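 active means activity remaining at or below 50% of control, provided the compound also passes the data quality filters; inactive means the rest, including low values that fail the filters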;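 further: 100% = DMSO wells rate and 0% = substrate alone blank rate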
Target sequence (Q92560 whole entry, looked up): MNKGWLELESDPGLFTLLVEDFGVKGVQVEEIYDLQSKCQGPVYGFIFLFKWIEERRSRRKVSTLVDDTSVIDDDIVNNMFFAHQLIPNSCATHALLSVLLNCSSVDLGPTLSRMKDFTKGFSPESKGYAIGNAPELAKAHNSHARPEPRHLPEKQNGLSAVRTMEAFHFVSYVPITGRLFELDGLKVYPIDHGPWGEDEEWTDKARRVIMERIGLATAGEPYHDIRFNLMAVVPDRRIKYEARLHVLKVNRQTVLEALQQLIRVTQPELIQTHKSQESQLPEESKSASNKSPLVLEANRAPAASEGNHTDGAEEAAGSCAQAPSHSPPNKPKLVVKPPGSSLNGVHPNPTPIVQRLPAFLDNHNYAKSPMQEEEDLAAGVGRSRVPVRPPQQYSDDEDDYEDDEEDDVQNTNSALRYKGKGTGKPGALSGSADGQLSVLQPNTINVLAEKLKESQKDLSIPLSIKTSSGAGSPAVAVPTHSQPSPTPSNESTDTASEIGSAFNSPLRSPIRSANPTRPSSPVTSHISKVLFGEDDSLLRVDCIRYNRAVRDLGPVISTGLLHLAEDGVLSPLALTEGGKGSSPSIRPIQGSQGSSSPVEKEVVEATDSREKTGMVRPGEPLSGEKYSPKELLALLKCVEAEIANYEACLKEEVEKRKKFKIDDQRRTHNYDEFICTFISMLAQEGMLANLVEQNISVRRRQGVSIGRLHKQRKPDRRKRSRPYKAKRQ
* hit, by the source's call; x = no result given; & = joins results of further samples; ! = a repeat was not active. Not a hit list; about 0.95% have a hit in one of these screens.

item	mol	HePTP inhibitor	BAP1 block
1	Cc1noc(NS(=O)(=O)c2ccc(N3Cc4ccccc4C3=O)cc2)c1C	4.2	x
2	CCN(CC)c1ccc(NC(=O)c2ccc(-c3cccc(Cl)c3)o2)cc1	-2.3	x
3	O=C1c2oc3ccc(F)cc3c(=O)c2C(c2cccc(O)c2)N1CCCN1CCOCC1 (stereo not drawn)	2.1	91.2
4	C=CCc1ccc(OCCOCCNCCCC)c(OC)c1	-2.7	x
5	COc1ccc(C(=O)Nc2cccnc2)cc1S(=O)(=O)N1CCOCC1	-1.4	93.9
6	O=C(NC(NCc1ccco1)C(Cl)(Cl)Cl)c1ccco1 (stereo not drawn)	-13.5	x
7	COC(=O)C1=C(C)NC(=O)CC1c1cc2c(cc1Br)OCO2 (stereo not drawn)	-4.4	94.6
8	O=c1c2ccccc2nc(/C=C/c2cccc([N+](=O)[O-])c2)n1Cc1ccccc1	6.2	x
9	COc1ccc(Cl)cc1NC(=O)c1cc(Cl)ccc1OC	-9.4	x
10	CS(=O)(=O)N(CC(=O)O)c1ccc2c(c1)OCO2	9.3	110.3
11	COc1cccc(/C=C(/C#N)C(=O)Nc2ccc(F)cc2)c1O	9.6	x
12	CCOc1ccc(Br)cc1/C=C(\C#N)c1nc2ccc(C)cc2[nH]1	-1.8	x
13	c1ccc2[nH]c(NCCN3CCOCC3)nc2c1	3.5	67.5
14	O=C(Nc1ccc(Cl)cc1Cl)c1cc2nc(-c3ccccc3)cc(C(F)(F)F)n2n1	11.1	x
15	Cc1ccccc1Oc1ccc(Oc2ccccc2C)nn1	11.6	107.8
16	N#Cc1c(NC(=O)C2CC3CCC2C3)sc2c1CCCCCC2 (stereo not drawn)	4.4	x
17	CCc1ccc(C2CC(=O)NC(SCc3ccccc3)=C2C#N)cc1 (stereo not drawn)	4.5	x
18	CCCCn1nc(C(=O)N2CCc3ccccc32)c2ccccc2c1=O	-9.7	99.7
19	N#Cc1c(N)nc(N2CCCC2)c(C#N)c1-c1ccc(Cl)cc1	2.3	812.3
20	CCCCc1ccc(NC(=O)C2COc3ccccc3O2)cc1 (stereo not drawn)	9.6	x
21	Cc1nc2ccccc2n1S(=O)(=O)c1cc([N+](=O)[O-])ccc1Cl	-6.3	x
22	N#Cc1c2n(c3c(NCCCO)ncnc13)CCCCC2	-7.2	x
23	Cc1cc(C)cc(OCC(O)CN2CCC(C)CC2)c1 (stereo not drawn)	5.1	x
24	CCOc1ccccc1C(=O)NCc1ccco1	103.4*!	55.0
25	Cc1cc(NS(=O)(=O)c2ccc(NC(=O)c3ccccc3)cc2)no1	x	54.8
26	COc1cc(/C=N/n2cnnc2)cc(I)c1OCCOc1cc(C)ccc1C(C)C	4.8	x
27	O=C(N/C(=C\c1ccc(-c2cccc([N+](=O)[O-])c2)o1)C(=O)N1CCOCC1)c1ccccc1	6.7	x
28	Cc1ccc(NC(=O)CCn2c(=O)oc3ccccc32)c(C)c1	-5.8	89.7
29	CC(C)c1ccc(/C=C(\NC(=O)c2ccccc2)C(=O)NCCCn2ccnc2)cc1	1.6	x
30	Cc1cc2ncn(C(=O)c3cc([N+](=O)[O-])ccc3Cl)c2cc1C	4.5	x
31	CCN1CCN(CC(O)CN2CCn3c4c(c5cc(C)ccc53)CCCC42)CC1 (stereo not drawn)	3.7	x
32	O=[N+]([O-])c1cccc(C2=Nn3c(Cc4ccccc4)nnc3SC2)c1	8.0	x
33	O=C(Nc1ccc(Cl)c(Cl)c1)Nc1nnc(Cc2ccccc2)s1	-5.1	x
34	NS(=O)(=O)c1cccc(NC(=O)COc2ccc([N+](=O)[O-])cc2)c1	-0.9	x
35	O=[N+]([O-])c1ccc(-c2ccc(I)cc2)cc1	-8.0	x
36	N#CCCn1c(SCC(=O)NCCc2ccc(F)cc2)nc2ccccc21	-3.5	x
37	CCOC(=O)C(C)Sc1nc2c(c(=O)[nH]c(=O)n2C)n1Cc1ccc(Cl)cc1 (stereo not drawn)	-0.7	94.1
38	COc1ccc(C2NC(=O)NC(C)=C2C(=O)OC(C)C)cc1Br (stereo not drawn)	x	101.9
39	N#C/C(=C/c1c(F)cccc1Cl)C(=O)Nc1ccc(Cl)cc1	-14.3	x
40	CCC(=O)Nc1ccc2c(c1)nc1n2CCSC1	-1.4	99.0
41	COc1ccccc1NC(=O)CSc1nnc(-c2ccncc2)n1CC1CCCO1 (stereo not drawn)	4.4	102.5
42	CCOC(=O)C1=C(N)OC(C)=C(C(=O)OC)C1c1cccnc1 (stereo not drawn)	-1.6	x
43	CCOC(=O)C1=C(N)Oc2cc(O)ccc2C1c1cccc([N+](=O)[O-])c1 (stereo not drawn)	-9.8	x
44	NCCCNc1ccc(C(F)(F)F)cc1[N+](=O)[O-]	1.9	x
45	O=C(c1cccs1)c1cn(CC(=O)N2CCc3ccccc3C2)c2ccccc12	8.3	x
46	O=C1C2C3C=CC(C3)C2C(=O)N1CCCCN1C(=O)C2C3C=CC(C3)C2C1=O (stereo not drawn)	0.1	133.2
47	Cc1ccc2nc3c(cc(C(=O)NCCCn4ccnc4)n3C)c(=O)n2c1	3.6	x
48	CCOC(=O)NC(O)C(=O)c1cccs1 (stereo not drawn)	4.4&6.3	87.0
49	COc1ccc(S(=O)(=O)NCCC(=O)NC2CCCCCCC2)cc1	5.5	104.5
50	CCCCOc1ccc2c3c(c(=O)oc2c1)CCCC3	-0.8	x
51	O=C(Nc1nsc(-c2ccccc2)n1)c1ccncc1	4.2	97.3
52	COC(=O)c1ccccc1NC(=O)C1CN(S(=O)(=O)c2ccccc2)CCN1S(=O)(=O)c1ccccc1 (stereo not drawn)	6.2	x
53	COc1ccc(CCNCCCc2ccccc2)cc1OC	0.5	x
54	COc1ccc(NC(=O)/C(C#N)=C/c2cn(CC(=O)Nc3ccccc3)c3ccccc23)cc1	-13.0	x
55	CC(=O)Nc1ccc(S(=O)(=O)NC(CC(=O)O)c2ccc(OC(C)C)cc2)cc1 (stereo not drawn)	10.8	96.7
56	O=C(CSc1nnc2sc3ccccc3n12)c1ccco1	1.6	109.2
57	CCOc1ccccc1N1CCN(c2nc3ccccc3nc2C(C#N)C(=O)OC)CC1 (stereo not drawn)	3.4	x
58	COc1cc(OC)c(N(C)C(=O)CCNC(=O)Cn2cnc3ccccc3c2=O)cc1Cl	-0.1	105.4
59	Cn1nc(OCC(N)=O)ccc1=O	4.2	105.7
60	Cc1cccc(NC(=O)C2CCCN(c3nc(C)cc(C)n3)C2)c1 (stereo not drawn)	3.3	76.8

Continued.
item	mol	HePTP inhibitor	BAP1 block
61	O=C(CCc1nc2ccccc2[nH]1)NCc1ccc2c(c1)OCO2	6.2	101.2
62	CCOC(=O)c1c(NC(=O)c2ccc(Cl)c(Cl)c2)sc(C(=O)Nc2ccccc2)c1C	-16.3	x
63	O=C(/C=C/c1ccco1)Nc1cccc(F)c1	4.6	x
64	O=C1NC(=O)N(c2ccc(Cl)cc2)C(=O)/C1=C\C=C\c1ccccc1[N+](=O)[O-]	5.2	x
65	CC(=O)O[C@]1(C(C)=O)CC[C@H]2[C@@H]3C=C(C)C4=CC(=O)CC[C@]4(C)[C@H]3CC[C@@]21C	9.0	159.0
66	CCOC(=O)c1cn(CC)c2cc(N3CCOCC3)c(F)cc2c1=O	5.6	95.1
67	COc1ccc(-n2ncc3c(NCC(C)C)ncnc32)cc1	6.4	102.4
68	C/C(=N\NC(=O)C(O)c1ccccc1)c1ccc2c(c1)CCCC2 (stereo not drawn)	-14.1	x
69	O=C(NCc1nc2ncc(Br)cc2[nH]1)c1ccccc1	-3.7&12.1	90.1
70	O=C(Nc1cccc(C(F)(F)F)c1)c1ccc(Cl)cc1Cl	-15.0	x
71	CC1=CC(=CN(C)c2ccccc2)C(=O)S1	x	65.1
72	COC(=O)CCCC[C@H]1SC[C@H]2NC(=O)NC21O (stereo partly drawn)	6.5	x
73	CCC(C)c1ccc2oc(-c3ccc(NC(=O)Cn4cnc5c(=O)n(C)c(=O)n(C)c54)cc3)nc2c1 (stereo not drawn)	-22.3	x
74	Cc1nnc(SCC(=O)N2CCOCC2)s1	-11.2	98.1
75	Cn1c(=O)n(C)c2cc(S(=O)(=O)NCc3ccccc3)ccc21	3.5	101.0
76	O=C(N/C(=C/c1ccc(Br)cc1)C(=O)N1CCCCC1)c1ccccc1	-0.4	x
77	CC(=O)C1C(c2ccc(O)cc2)NC(=O)NC1(O)C(F)(F)F (stereo not drawn)	-3.4	95.3
78	N#Cc1c2ncn(CC(=O)c3ccc(Br)cc3)c(=O)c2c2n1CCC2	5.0	104.6
79	CCc1c(C)n(CC(=O)N/N=C/c2ccc(Cl)cc2)n2cnnc2c1=O	-2.5	x
80	O=C(N=Nc1c(O)n(CN2CCCC2)c2ccccc12)c1ccccc1Br	-0.9	x
81	COc1cc(C(N)=O)ccc1OCc1ccccc1	-18.0	96.7
82	CCOC(=O)c1cnc2c(OC)cccc2c1N1CCN(c2ccc(OC)cc2)CC1	10.9	87.4
83	O=C(Nc1cccc2c1CCCC2)c1ccc(Br)cc1	4.2	x
84	CCOc1ccc(C2C(C#N)=C(N)Oc3nc[nH]c(=O)c32)cc1OC (stereo not drawn)	-9.8	88.0
85	O=C(Cc1ccc(Cl)cc1)Nc1ccc(-c2nc3ccccc3o2)cc1	12.0	x
86	O=C(CCn1c(=O)oc2ccccc21)NCCCN1CCCC1=O	-12.7	98.7
87	CC(C)(C)N1CC(COc2ccccc2)OC1=O (stereo not drawn)	-1.4	101.2
88	CC(c1ccccc1)n1cc(C(=O)NCc2ccncc2)nn1 (stereo not drawn)	2.2	109.0
89	Nc1nonc1-c1noc(-c2ccccc2)n1	6.5	124.2
90	COC(=O)Nc1sc2c(c1C(N)=O)CCC(C(C)(C)C)C2 (stereo not drawn)	9.0	x
91	COC(=O)c1ccc(NC(=O)c2c(Cl)cccc2Cl)cc1	8.0	x
92	COc1ccc(/C=C2\C(=O)N(c3ccc(F)cc3)N=C2C)cc1	-10.8	x
93	Cc1nc2sc(C(c3ccc(Cl)cc3)N3CCN(c4ccccc4F)CC3)c(O)n2n1 (stereo not drawn)	-5.8	104.6
94	NC(=O)c1ccccc1NC(=O)c1ccc2c(c1)OCO2	6.0	x
95	O=C(Nc1ccccc1C(=O)N1CCCCC1)c1cccnc1	-7.1	x
96	Cn1c(=O)cc(OCCCC(=O)NCc2ccccn2)c2ccccc21	2.8	105.3
97	CCOc1cc(/C=C2/SC(=S)N(CC)C2=O)ccc1OCc1ccccc1	2.9	x
98	Cc1c(Cl)cccc1NC(=O)C(=O)NCC1CCCO1 (stereo not drawn)	4.8	x
99	O=c1sc2ccccc2c2nc[nH]c12	-3.8	x
100	C/C(=N/NC(=O)c1ccccc1)c1ccc2c3c(cccc13)CC2	12.6	x
101	COc1ccc(/C=C(\NC(=O)c2ccc(C)cc2)C(=O)NCCCN2CCOCC2)cc1OC	3.5	x
102	Cc1cccc(C)c1NC(=O)C1CC(=O)N(C2CCCCC2)C1 (stereo not drawn)	-6.7	x
103	O=C(COc1ccc2ccccc2c1)N1CCN(c2ccccc2O)CC1	-7.5	78.7
104	C1CCc2c(nc3nnnn3c2N2CCOCC2)C1	5.5	x
105	CC(C)(C)c1ccccc1OCCCCN1CCOCC1	-2.0	x
106	CN(C)c1ccc(C2C(C(=O)/C=C/c3ccccc3)=C(O)C(=O)N2CCCCCC(=O)O)cc1 (stereo not drawn)	9.3	x
107	COC(=O)c1cc(=O)nc2sc3ccccc3n12	-3.4	103.7
108	COC(=O)C1(CCSC)NC(c2ccco2)C2C(=O)N(C)C(=O)C21 (stereo not drawn)	3.7	101.0
109	O=C(O)c1c2c(nc3ccccc13)CCCCC2	2.7	x
110	CCOCCCn1c(=S)[nH]c2ncccc2c1=O	7.2	76.0
111	CN(C)C(=O)Cn1c(=O)n(C)c2ccccc21	5.9	94.6
112	CCOc1ccc(NC(=O)c2cc(OCC)c(OCC)c(OCC)c2)c([N+](=O)[O-])c1	53.6*	x
113	CC1(C)CC(=O)C2=C(C1)N=C1c3ccccc3C(=O)C1C2c1cccc(Cl)c1 (stereo not drawn)	-11.3	x
114	O=C(CN1C(=O)c2ccccc2S1(=O)=O)Nc1cccnc1	x	90.9
115	COc1ccc(-n2c(C)ccc2-c2ccccc2)cc1	-0.8	x
116	O=C(O)c1cc(=O)cc(C(=O)O)[nH]1	7.3	96.8&93.6
117	c1ccc(Cn2nnnc2C(c2cccs2)N2CCOCC2)cc1 (stereo not drawn)	3.7	100.7
118	Cc1ccc(S(=O)(=O)N2CCCC(C(=O)N(Cc3cccs3)C3CC3)C2)cc1 (stereo not drawn)	5.9	x
119	Cc1cc(Cl)ccc1OC(C)C(=O)Nc1cccc(Cl)c1 (stereo not drawn)	-1.1	x
120	O=C(Nc1nc(-c2ccc3c(c2)OCO3)cs1)c1cc(=O)c2ccccc2o1	x	76.5

The listing continues.
item	mol	HePTP inhibitor	BAP1 block
121	COC(=O)C(C(=O)OC)C(C(C)C)C(C(=O)OC)C(=O)OC	6.6&-7.8	x
122	COc1cc(C(=O)N/N=C/c2cc(Cl)ccc2O)ccc1O	-12.8	x
123	COc1cccc2cc(C(=O)NC(C)=O)c(=Nc3ccc(F)cc3)oc12	x	85.2
124	Cc1ccc(NC(=O)CN(c2cccc(C(F)(F)F)c2)S(C)(=O)=O)cc1	2.5	x
125	O=S(=O)(c1ccc2c(c1)OCCO2)N1CCOCC1	4.4	x
126	Cc1ccc(-n2c(=O)c3c4c(sc3n3c(=S)[nH]nc23)CCCC4)cc1	2.1	x
127	Cn1c(N)c(S(=O)(=O)c2ccc(Br)cc2)c2nc3ccccc3nc21	4.3	x

Three entries already listed, sorted by the value under HePTP inhibitor, rising:
item	mol	HePTP inhibitor	BAP1 block
122	COc1cc(C(=O)N/N=C/c2cc(Cl)ccc2O)ccc1O	-12.8	x
126	Cc1ccc(-n2c(=O)c3c4c(sc3n3c(=S)[nH]nc23)CCCC4)cc1	2.1	x
127	Cn1c(N)c(S(=O)(=O)c2ccc(Br)cc2)c2nc3ccccc3nc21	4.3	x
